NCI-60 one-dose screen, 48 h, at 10 µM unless noted. Numbers give growth in % (100 = growth as untreated, 0 = no growth, -100 = all killed).
SN12C – SN12C renal cancer cells. actives 3.8% (n = 81,000). AID 1794767
786-0 – 786-0 renal cancer cells. actives 5.1% (n = 81,000). AID 1794775
ACHN – ACHN renal cancer; AID 1794771; actives 4.9% (n = 81,000)
RXF 393 – RXF 393 renal cancer cells | AID 1794773 | actives 6.9% (n = 77,000)
UO-31 – UO-31 renal cancer. AID 1794768. actives 5.2% (n = 81,000)
CAKI-1 – CAKI-1 renal cancer; actives 4.7% (n = 75,000); AID 1794772
A498 – A498 renal cancer cells; actives 5.4% (n = 76,000); AID 1794774
TK-10 – TK-10 renal cancer cells | actives 3.9% (n = 81,000)
An asterisk follows results filed as active; · = no result given; & = joins results of further samples; [ ] = remark or other dose. How the source made its calls: active means growth percent below 10; inactive means the rest. Not all compounds are listed; count on the stated rates, not on these rows.

Start of the data: the first 2 entries, to show the layout:
No. | structure | A498 | SN12C | 786-0 | UO-31
1 | CC[C@@]1(O)C[C@H](OC2CC(N(C)C)C(O)C(C)O2)c2c(cc3c(c2O)C(=O)c2c(O)ccc(O)c2C3=O)[C@H]1C(=O)OC (stereo partly drawn) | · | -43* | -98* | -65*
2 | NC(=O)CCC(NC(=O)CF)C(=O)O (stereo not drawn) | 103 | 102 | 94 | 85

No. | RXF 393 | TK-10 | CAKI-1 | ACHN
1 | -66* | -50* | -72* | -88*
2 | 104 | 90 | 94 | 99

The listing, previewed entries included:
No. | structure | A498 | SN12C | 786-0 | UO-31
1 | CC[C@@]1(O)C[C@H](OC2CC(N(C)C)C(O)C(C)O2)c2c(cc3c(c2O)C(=O)c2c(O)ccc(O)c2C3=O)[C@H]1C(=O)OC (stereo partly drawn) | · | -43* | -98* | -65*
2 | NC(=O)CCC(NC(=O)CF)C(=O)O (stereo not drawn) | 103 | 102 | 94 | 85
3 | COC12CC3C4=CCOC5CC(=O)N6c7ccccc7C1(CCN2C4)C6C53 (stereo not drawn) | 95 | 119 | 99 | 93
4 | O=C(CCN1CC1)OC1CCCCC1 | 73 | 107 | 104 | 92
5 | N#Cc1ccc(N)cc1 | 88 | 106 | 105 | 75
6 | C=C=[CH][Sn]([c]1ccccc1)([c]1ccccc1)[c]1ccccc1 | · | -74* | -81* | -84*
7 | COc1cc2cc(C(=O)N3C[C@@H](CCl)c4c3cc(OC(=O)N3CCN(C(=O)CCC(=O)N5CCN(C)CC5)[C@@H]5CSSC[C@@H]53)c3ccccc43)[nH]c2c(OC)c1OC | -11* | -38* | -81* | -65*
8 | COc1cc(OC)c(/C=C/C(=O)c2nc3ccccc3n2Cc2ccc(F)cc2)c(OC)c1 | 130 | 77 | 85 | 83
9 | CC(=O)[C@@]1(O)CC[C@H]2[C@@H]3CCC4=C(Cl)C(=O)CC[C@]4(C)[C@H]3CC[C@@]21C | · | 95 | 94 | 78
10 | O=C(/C=C/c1ccco1)c1nc2ccccc2n1Cc1ccc(Br)cc1 | 105 | 43 | 23 | 34
11 | O=S(=O)(c1ccc(Cl)cc1)C(Cl)(Cl)Cl | 56 | 58 | 52 | 9.4*
12 | O=P(O)(O)CCCP(=O)(O)O | 97 | 112 | 100 | 90
13 | COc1ccc(C=O)cc1 | 119 | 102 | 103 | 90
14 | CC1(C)N=C(N)N=C(N)N1c1cccc(C(=O)Nc2cccc(S(=O)(=O)F)c2)c1 | 74 | 101 | 100 | 78
15 | COC(=O)N[C@H]1CCc2c(Br)c(OC)c(OC)c(OC)c2-c2ccc(SC)c(=O)cc21 | · | 25 | 11 | 18

No. | RXF 393 | TK-10 | CAKI-1 | ACHN
1 | -66* | -50* | -72* | -88*
2 | 104 | 90 | 94 | 99
3 | 129 | 100 | 102 | 113
4 | 104 | 117 | 103 | 104
5 | 100 | 113 | 90 | 106
6 | -84* | -75* | -40* | -49*
7 | -91* | 5.5* | 14 | -32*
8 | 34 | 109 | 56 | 75
9 | 110 | 92 | 106 | 98
10 | -1.8* | 77 | 47 | 49
11 | -5.2* | 51 | -6.8* | 26
12 | 120 | 97 | 102 | 109
13 | 118 | 102 | 108 | 116
14 | 92 | 108 | 99 | -26*
15 | 17 | 42 | 14 | 27

Continuation.
No. | structure | A498 | SN12C | 786-0 | UO-31
16 | CC(C)(OC(=O)Nc1cccc(Cl)c1)C(Cl)(Cl)Cl | · | 104 | 100 | 84
17 | COc1ccc(-n2c(SC)nc3cc(OC)c(OC)cc3c2=O)cc1 | 99 | 96 | 102 | 92
18 | ClCCN(CCCl)c1ccc(/C=N\Nc2ncccn2)cc1 | 122 | 82 | 95 | 83
19 | Cc1cccc(C)c1N=C(N)N[N+](=O)[O-] | 107 | 104 | 100 | 94
20 | CCC(/C=C(C)/C=C/C(=O)c1c(O)c(-c2ccc(O)cc2)c[nH]c1=O)CO (stereo not drawn) | 71 | 92 | 88 | 68
21 | O=C(CCl)Oc1ccccc1Cl | 98 | 102 | 107 | 94
22 | Cc1ccc(SC(=O)CCl)cc1 | 102 | 102 | 100 | 89
23 | CNC1Cc2cc3c(cc2C1)OCO3 | 98 | 100 | 95 | 84
24 | CC(C)CC1(CCc2ccccc2)C(=O)NC(=O)NC1=O | 91 | 86 | 106 | 81
25 | O=C1CNC(c2ccccc2)c2cc(Cl)ccc2N1 (stereo not drawn) | 98 | 98 | 109 | 80
26 | CCCCCC1(CCSC(=N)N)C(=O)NC(=O)NC1=O | 96 | 101 | 105 | 85
27 | CC(C)(C)OC(=O)N(CCCCCCN(CCCNC(=O)C1CCC2(CC1)OOC1(O2)C2CC3CC(C2)CC1C3)C(=O)OC(C)(C)C)CCCNC(=O)C1CCC2(CC1)OOC1(O2)C2CC3CC(C2)CC1C3 (stereo not drawn) | 104[8.5 µM] | 93[8.5 µM] | 101[8.5 µM] | 75[8.5 µM]
28 | CC(C)(O)/C=C/C(=O)[C@](C)(O)[C@H]1[C@H](O)C[C@@]2(C)[C@@H]3CC=C4[C@@H](C=C(O)C(=O)C4(C)C)[C@]3(C)C(=O)C[C@]12C | -80* | 7.0* | -96* | -55*
29 | CCOP(=O)(OCC)OC(=C(Cl)Cl)c1cc(Cl)ccc1Cl | 90 | 104 | 102 | 94
30 | COc1cccc(NP2(=O)OCC(C)([N+](=O)[O-])CO2)c1 (stereo not drawn) | 86 | 106 | 109 | 95

No. | RXF 393 | TK-10 | CAKI-1 | ACHN
16 | 102 | 97 | · | 109
17 | 117 | 105 | 96 | 104
18 | 89 | 106 | 81 | 100
19 | 107 | 115 | 100 | 108
20 | 104 | 130 | 82 | 104
21 | 112 | 107 | 103 | 109
22 | 109 | 66 | 106 | 106
23 | 111 | 88 | 102 | 103
24 | 113 | 103 | 113 | 105
25 | 99 | 93 | · | 109
26 | 103 | 109 | 87 | 96
27 | 105[8.5 µM] | 91[8.5 µM] | 69[8.5 µM] | 105[8.5 µM]
28 | 0.5* | -55* | -57* | -30*
29 | · | 106 | 99 | 107
30 | 103 | · | 96 | 95

Continuation:
No. | structure | A498 | SN12C | 786-0 | UO-31
31 | CCCCNP(=O)(N1CC1CC)N1CC1CC (stereo not drawn) | 96 | 95 | 97 | 83
32 | COC(=O)[C@@H](C)C[C@H](Cc1ccccc1)NC(=O)c1cccc([C@@H](C[C@H](C(C)C)N(C)C(=O)[C@@H](NC(=O)[C@H]2CCCCN2C)C2CC2)OC(C)=O)n1 | -4.1* | 29 | 21 | 41
33 | CN(C)C1C(=O)C(C(N)=O)=C(O)C2(O)C(=O)C3=C(O)c4c(O)cccc4C(C)(O)C3C(O)C12 (stereo not drawn) | 105 | 99 | 93 | 91
34 | OCCCNCc1cccnc1 | 99 | 101 | 108 | 89
35 | COc1ccc2c(c1O)-c1c3c(cc4c1[C@H](C2)N(C)CC4)OCO3 | 97 | 104 | 106 | 85
36 | Nc1ccc(Cl)cc1N | 101 | 84 | 99 | 66
37 | COC(C(=O)C(O)C(C)O)C1Cc2cc3cc(OC4CC(OC(C)=O)C(OC5CC(O)C(OC)C(C)O5)C(C)O4)cc(O)c3c(O)c2C(=O)C1OC1CC(OC2CC(OC3CC(C)(O)C(OC(=O)C(C)C)C(C)O3)C(O)C(C)O2)C(O)C(C)O1 (stereo not drawn) | · | 5.4* | 0.3* | -35*
38 | CCCC1(CC(C)CC)C(=O)NC(=O)NC1=O (stereo not drawn) (tested in a mixture with another compound) | 113 | 92 | 96 | 73
39 | C=C1C(=O)O[C@@H]2C[C@@H](C)[C@@H]3C=CC(=O)[C@@]3(C)[C@@H](O)[C@H]12 | -17* | 10.0* | -72* | -95*
40 | O=C(CC(C(=O)c1ccccc1)N1CC1)c1ccccc1 (stereo not drawn) | 87 | 102 | 91 | 90
41 | COc1ccccc1CC(N)c1ccccc1OC (stereo not drawn) | 109 | 97 | 99 | 85
42 | CCC(CC)CNC(=O)CCl | 96 | 100 | 100 | 88
43 | Cc1nnc2n1-c1ccc(Cl)cc1C(c1ccccc1)=NC2 | 93 | 103 | 96 | 68
44 | Cc1cc(C)c(C)c(CCN)c1C | 85 | 101 | 99 | 79
45 | COc1ccc(C=C2C(=O)NC(=S)NC2=O)cc1 | 105 | 99 | 104 | 92

No. | RXF 393 | TK-10 | CAKI-1 | ACHN
31 | 113 | 107 | 92 | 104
32 | 23 | 24 | 26 | 25
33 | · | 101 | 103 | 95
34 | 110 | 104 | 104 | 107
35 | 96 | 109 | 99 | 103
36 | 87 | 125 | 65 | 78
37 | -25* | 20 | 17 | 3.3*
38 | 103 | 111 | 97 | 94
39 | 1.5* | -98* | -92* | -93*
40 | 102 | 95 | 87 | 117
41 | 102 | 103 | 100 | 107
42 | 117 | 85 | 106 | 112
43 | 105 | 130 | 75 | 99
44 | 89 | 83 | 87 | 108
45 | 120 | 103 | 100 | 106

Going on with the list.
No. | structure | A498 | SN12C | 786-0 | UO-31
46 | CN1CCN(c2ncnc3cc[nH]c23)CC1 | 73 | 106 | 95 | 88
47 | C#C[C@]1(OC(=O)CCCCCC)CC[C@H]2[C@@H]3CCC4=CC(=O)CC[C@@H]4[C@H]3CC[C@@]21C | 81 | 47 | 57 | 55
48 | CC(C)CCC[C@@H](C)C1CCC2C3CCC4=C/C(=N/OC(=O)Cc5ccc(N(CCCl)CCCl)cc5)CC[C@]4(C)C3CC[C@@]21C (stereo partly drawn) | 97 | 102 | 98 | 89
49 | C[C@]12CCc3sc(Nc4ccc(OC(F)(F)F)cc4)nc3C1=CC[C@@H]1[C@@H]2CC[C@]2(C)C(=O)CC[C@@H]12 | 75 | 71 | 30 | 54
50 | Cc1cccc(C#N)c1 | · | 102 | 106 | 82
51 | O=Cc1ccc(S(=O)(=O)F)cc1 | 118 | 99 | 103 | 94
52 | Nc1noc(N)n1 | 93 | 119 | 109 | 88
53 | CC(=O)O[C@@H]1C=C2/C(=N/O)CC3C(CCC4(C)C3CC[C@@H]4OC(C)=O)C2(C)CC1 (stereo partly drawn) | 53 | 103 | 108 | 74
54 | N#CN=C(N)N | 95 | 99 | 110 | 89
55 | C[N+](C)(C)CC1(O)CCCCC1 | 86 | 99 | 103 | 90
56 | CCCCOP(=O)(N1CC1)N1CC1 | 118 | 106 | 105 | 86
57 | O=S(=O)(O)c1cccc2ccccc12 | 112 | 91 | 101 | 94
58 | COc1ccn(C)c(=O)c1C#N | 86 | 105 | 104 | 87
59 | COc1ccc(C2C=C(C)Oc3c2c(=O)oc2ccccc32)cc1OC (stereo not drawn) | 77 | 106 | 99 | 77
60 | c1ccc(CN2CCN(Cc3ccccc3)CC2)cc1 | 96 | 108 | 93 | 75

No. | RXF 393 | TK-10 | CAKI-1 | ACHN
46 | 113 | 99 | 105 | 113
47 | 59 | 55 | 56 | 54
48 | 145 | 96 | 94 | 101
49 | -32* | 98 | 60 | 72
50 | 113 | 109 | · | 99
51 | 100 | 110 | 101 | 106
52 | 107 | 89 | 104 | 106
53 | 113 | 112 | 103 | 109
54 | 107 | 99 | 96 | 98
55 | 108 | 124 | 97 | 106
56 | 108 | 112 | 91 | 94
57 | 110 | 93 | · | 113
58 | 107 | 79 | 100 | 102
59 | 99 | 125 | 96 | 104
60 | 115 | 121 | · | 104

3 records picked at random from the list so far:
No. | structure | A498 | SN12C | 786-0 | UO-31
46 | CN1CCN(c2ncnc3cc[nH]c23)CC1 | 73 | 106 | 95 | 88
57 | O=S(=O)(O)c1cccc2ccccc12 | 112 | 91 | 101 | 94
53 | CC(=O)O[C@@H]1C=C2/C(=N/O)CC3C(CCC4(C)C3CC[C@@H]4OC(C)=O)C2(C)CC1 (stereo partly drawn) | 53 | 103 | 108 | 74

No. | RXF 393 | TK-10 | CAKI-1 | ACHN
46 | 113 | 99 | 105 | 113
57 | 110 | 93 | · | 113
53 | 113 | 112 | 103 | 109

The list continues:
No. | structure | A498 | SN12C | 786-0 | UO-31
61 | C[N+](C)(C)C | 96&97&127 | 106&100&103 | 110&102&103 | 95&100&102
62 | O=[N+]([O-])c1ccc(CCl)cc1 | 97 | 112 | 106 | 92
63 | CCOP(N)(=S)OCC | 93 | 97 | 105 | 96
64 | O=C1CCC(=O)N1SC(Cl)(Cl)Cl | 127 | 102 | 106 | 99
65 | CC(=O)O[C@@H]1CC[C@]2(C)[C@H]3CC[C@]4(C)[C@@H](OC(C)=O)CC[C@H]4[C@@H]3C[C@@H]3CC(N)=C[C@@]32C1 | 115 | 104 | 101 | 82
66 | N=C(N)NCCC[C@H](NC(=O)[C@H](CCCNC(=N)N)NC(=O)[C@H](CCCNC(=N)N)NC(=O)[C@H](CCC(N)=O)NC(=O)[C@H](CCCNC(=N)N)NC(=O)[C@H](CCCNC(=N)N)NC(=O)[C@H](CCCCN)NC(=O)[C@H](CCCCN)NC(=O)[C@H](CCCNC(=N)N)NC(=O)CNC(=O)[C@H](CCCNC(=N)N)NC(=O)[C@H](CCCCN)NC(=O)[C@@H]1CCCN1C(=O)Cc1ccc(O)cc1)C(N)=O | 81 | 100 | 102 | 97
67 | O=C(O)c1cccc(CCl)c1 | 117 | 107 | 101 | 90
68 | Cc1cc(N(CCCl)CCCl)n2c(nc3ccccc32)c1C#N | 87 | · | 84 | 81
69 | Cc1cccc(N2CCNCC2)c1 | 90 | 96 | 53 | 86
70 | CC(=O)N(N=O)c1ccc(Br)cc1 | 83 | 102 | 102 | 78
71 | NC(CSC(c1ccccc1)c1ccccc1)C(=O)O (stereo not drawn) | 100 | 95 | 106 | 86
72 | Cc1cc(N=Nc2ccccc2C)ccc1N | · | 29 | -14* | 19

No. | RXF 393 | TK-10 | CAKI-1 | ACHN
61 | 109&108&121 | 105&102&92 | 109&93&95 | 103&102&114
62 | 124 | 106 | 99 | 115
63 | 98 | 113 | 99 | 109
64 | 108 | 99 | 109 | 110
65 | 120 | 104 | 99 | 108
66 | 97 | 100 | 98 | 106
67 | 112 | 97 | 106 | 100
68 | 104 | 93 | 90 | 92
69 | 96 | 98 | 76 | 97
70 | 99 | 128 | 99 | 98
71 | 92 | 77 | 69 | 112
72 | 100 | 124 | 55 | 85

From PubChem
